KLK7 zymogen act – proKLK7 (human) activation, primary screen; P49862; purified proKLK7, EDANS-DABCYL substrate fluorescence; 100% is mature enzyme control, 0% vehicle; activation, % at 7 µM; 0.9% of 370,000 active; AID 652039;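 active means activation above the mean of all tested compounds plus 3 SD, computed per campaign excluding outliers beyond control limits, cut at about 13% in these data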
ADAM10 inh – inhibitors of human ADAM10; AID 720582; 0.62% of 370,000 active; inhibition, % at 7 µM; recombinant ADAM10, EDANS/DABCYL FRET peptide cleavage, 3 h;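 active means inhibition above a per-campaign cutoff equal to the mean of compounds falling between control-based bounds plus 3 SD, cut at about 20% in these data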;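 further: 0% = DMSO wells while the 100% control is not disclosed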
ASAP1 inh – blocks human ASAP1-stimulated Arf1 GTP hydrolysis; inhibition, % at 16.5 µM; 0.19% of 360,000 active; GDP FP detection; AID 624377; in the data active means inhibition above about 25%;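 further: 0% = vehicle with enzyme and substrate and 100% = no enzyme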
PLC-gamma1 inh – blocks human PLC-gamma1 enzyme activity | purified PLC-gamma1, fluorogenic substrate, fluorescence | inhibition, % at 12.2 µM | 0.84% of 370,000 active | P19174; in the data active means inhibition above about 9.5%
LEDGF integ inh – blocks HIV-1 LEDGF/p75-dependent DNA integration | 0.64% of 370,000 active | AID 743269 | TR-FRET IN-LEDGF/p75 DNA integration, Eu/Cy5 | inhibition, % at 3.7 µM;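 active means inhibition above the screen-wide mean plus 3 SD, cut at about 13% in these data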;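 further: signal is the Cy5 over europium emission ratio at 671 and 618 nm; 0% = plate median of compound wells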
ADAM17 inh – ADAM17 inhibition, QFRET primary screen; inhibition, % at 6.95 µM; P78536; recombinant ADAM17, EDANS/DABCYL FRET peptide cleavage; 0.83% of 370,000 active;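 active means inhibition above the mean of compounds lying between control limits plus 3 SD, set per campaign, cut at about 8.5% in these data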;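 further: 0% = DMSO-only wells as the low control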
Target sequence (P78536 215-824 limits assumed): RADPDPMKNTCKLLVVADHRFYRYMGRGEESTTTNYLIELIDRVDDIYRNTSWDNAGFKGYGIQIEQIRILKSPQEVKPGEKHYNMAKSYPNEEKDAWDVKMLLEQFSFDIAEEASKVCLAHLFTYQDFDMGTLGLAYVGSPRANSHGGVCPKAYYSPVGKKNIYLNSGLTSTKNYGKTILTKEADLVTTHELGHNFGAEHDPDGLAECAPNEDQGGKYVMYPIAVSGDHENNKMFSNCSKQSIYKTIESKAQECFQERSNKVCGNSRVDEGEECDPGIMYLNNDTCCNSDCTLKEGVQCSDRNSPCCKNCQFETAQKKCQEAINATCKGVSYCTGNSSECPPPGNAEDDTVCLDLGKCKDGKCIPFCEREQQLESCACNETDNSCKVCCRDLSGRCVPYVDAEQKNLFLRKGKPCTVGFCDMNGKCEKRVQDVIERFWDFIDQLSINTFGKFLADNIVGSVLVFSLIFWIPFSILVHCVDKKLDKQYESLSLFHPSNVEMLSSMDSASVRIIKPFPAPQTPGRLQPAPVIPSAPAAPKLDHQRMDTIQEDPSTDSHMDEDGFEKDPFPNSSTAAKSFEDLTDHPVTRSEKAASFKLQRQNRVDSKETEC
ARFGAP1 inh – inhibits rat ARF GTPase activating protein 1; Arfgap1-stimulated ARF1 GTP hydrolysis, GDP FP detection; Q62848; inhibition, % at 16.5 µM; 0.26% of 360,000 active;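 active means inhibition above a per-plate limit, mean inhibition of low control wells plus 3 SD, cut at about 25% in these data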;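 further: 0% = DMSO wells with enzyme and 100% = wells lacking Arfgap1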
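Material: rat Arfgap1 catalytic domain, aa 1-136; also added: human ARF1(Δ1-17)-GTP substrate; compound dosing: one concentration, 16.5 µM, DMSO 1.26%; incubation: GTP hydrolysis reaction 2 h at 25 °C; measured by: Tracer-displacement fluorescence polarization with EDTA stop, 620/688 nm; evaluation: % inhibition from polarization; repeats: one replicate per compound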
DDE Tn6 FP inh – inhibitors of Tn6 peptide binding to human fibrin DD(E); P02675; Fibrin DD(E) TRITC-Tn6 fluorescence polarization displacement; inhibition, % at 8.3 µM; 0.21% of 370,000 active;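 active means inhibition above a per-campaign cutoff: mean of compounds within control limits plus 3 SD, cut at about 15% in these data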;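 further: 0% = median of all compound wells on the plate and 100% = blocking peptide control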
DDE Tn7 FP inh – disrupts Tn7 cyclic peptide binding to fibrin D-Dimer-E complex. FP displacement of FITC-Tn7 peptide from fibrin DD(E); 0% = median of compound wells per plate. inhibition, % at 8.3 µM. P02675. AID 720508. 0.13% of 370,000 active;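 active means inhibition above the mean of compounds falling within the control limits plus 3 SD of them, cut at about 14% in these data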;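 further: 0% = plate median of compound wells and 100% = 10 µM Aha-Tn7 peptide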
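Test system: human clot-derived fibrin DD(E) complex / Quantity: 2 µM final DD(E) protein / Incubation: 10 min plus 3 h, room temperature / Measured by: fluorescence polarization / Benchmarks: high control of 10 µM Aha-Tn7 peptide / Replicates: singlicate testing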
TDP2 absorb – TDP2 (human) inhibition, absorbance primary screen; 0.34% of 370,000 active; AID 720702; inhibition, % at 12.8 µM; recombinant TDP2, T5PNP hydrolysis, p-nitrophenol absorbance 415 nm; O95551;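 active means inhibition above the mean of all tested compounds plus 3 SD, set per campaign, cut at about 25% in these data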;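 further: 0% = DMSO with enzyme and 100% = buffer with substrate but no TDP2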
Target sequence (O95551 whole entry, looked up): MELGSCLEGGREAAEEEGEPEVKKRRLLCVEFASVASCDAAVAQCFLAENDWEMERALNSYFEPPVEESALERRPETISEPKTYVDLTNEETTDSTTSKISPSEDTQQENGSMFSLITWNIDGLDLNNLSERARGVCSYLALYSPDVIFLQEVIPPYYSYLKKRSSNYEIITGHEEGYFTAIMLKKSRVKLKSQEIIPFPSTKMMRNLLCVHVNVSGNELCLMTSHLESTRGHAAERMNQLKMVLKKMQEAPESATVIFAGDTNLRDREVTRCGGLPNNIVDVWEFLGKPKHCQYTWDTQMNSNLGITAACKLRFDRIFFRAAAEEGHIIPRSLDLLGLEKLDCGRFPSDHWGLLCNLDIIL
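Test system: Human TDP2 enzyme | Reagent: 5 mM T5PNP | Compound dosing: 12.8 µM single point, 1% DMSO | Incubation: Enzyme reaction with compound for 2 h at 37 °C | Technique: p-Nitrophenol epi absorbance | Read-out: % inhibition relative to enzyme-containing and enzyme-free wells | Benchmarks: High control without enzyme, low control DMSO plus TDP2 | Replicates: Singlicate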
An asterisk follows results filed as active; i = inactive; nt = not tested or not shown.

Start of the data: the first 10 compounds, to show the layout:
no.	Molecule	ARFGAP1 inh	TDP2 absorb	ADAM17 inh	ADAM10 inh	ASAP1 inh	KLK7 zymogen act	DDE Tn6 FP inh	LEDGF integ inh	PLC-gamma1 inh	DDE Tn7 FP inh
1	CCC(C(=O)NCCc1ccc(OC)c(OC)c1)n1nc(C)n2c(cc3occc32)c1=O (configuration not stated)	5	-5	-1	-6	1	0.2	-4	3	-1	3
2	CC(C)c1ccc(C2(C)NC(=O)N(C(C)C(=O)Nc3ccc(N4CCOCC4)cc3)C2=O)cc1 (configuration not stated)	4	7	-3	-4	16	-0.3	10	1	7	-3
3	COCCn1nnnc1C(c1cc2cc(OC)c(OC)cc2[nH]c1=O)N1CCN(c2ccc(O)cc2)CC1 (configuration not stated)	13	5	-127	-379	-6	6.2	-1	8	-31	-3
4	CCOc1ccc(NC(=O)CSc2nnc(CNC(=O)c3ccco3)o2)cc1	-5	-3	3	-4	-3	0.0	2	-5	1	-1
5	C=CCNC(=O)c1ccccc1NC(=O)c1ccc(Cl)c(S(=O)(=O)Nc2cc(C)ccc2C)c1	14	3	-1	3	12	0.0	5	1	-1	3
6	Cc1cc2nc(-c3cccnc3SCC(=O)NC3CC3)[nH]c2cc1C	1	-6	-37	-128	5	0.5	8	3	-30	2
7	CC1CCc2nc(N)c(C#N)c(-c3cccn3C)c2C1 (configuration not stated)	15	-13	-72	-179	1	1.3	-1	3	-101	9
8	Cc1ccc(S/C=C\C(=O)c2ccccc2)cc1	5	5	2	7	-6	-2.1	3	4	4	-2
9	COc1cccc(NC(=O)CSc2nc3c(sc4ccccc43)c(=O)n2CCCN2CCCC2)c1	-6	14	-83	-214	2	-2.9	-2	-1	-7	5
10	CC(C)CC1NC(=O)N(CC(=O)NC2CCCCC2)C1=O (configuration not stated)	4	-12	3	-16	2	0.1	-5	-5	2	-7

The whole of this part (from the top)
no.	Molecule	ARFGAP1 inh	TDP2 absorb	ADAM17 inh	ADAM10 inh	ASAP1 inh	KLK7 zymogen act	DDE Tn6 FP inh	LEDGF integ inh	PLC-gamma1 inh	DDE Tn7 FP inh
1	CCC(C(=O)NCCc1ccc(OC)c(OC)c1)n1nc(C)n2c(cc3occc32)c1=O (configuration not stated)	5	-5	-1	-6	1	0.2	-4	3	-1	3
2	CC(C)c1ccc(C2(C)NC(=O)N(C(C)C(=O)Nc3ccc(N4CCOCC4)cc3)C2=O)cc1 (configuration not stated)	4	7	-3	-4	16	-0.3	10	1	7	-3
3	COCCn1nnnc1C(c1cc2cc(OC)c(OC)cc2[nH]c1=O)N1CCN(c2ccc(O)cc2)CC1 (configuration not stated)	13	5	-127	-379	-6	6.2	-1	8	-31	-3
4	CCOc1ccc(NC(=O)CSc2nnc(CNC(=O)c3ccco3)o2)cc1	-5	-3	3	-4	-3	0.0	2	-5	1	-1
5	C=CCNC(=O)c1ccccc1NC(=O)c1ccc(Cl)c(S(=O)(=O)Nc2cc(C)ccc2C)c1	14	3	-1	3	12	0.0	5	1	-1	3
6	Cc1cc2nc(-c3cccnc3SCC(=O)NC3CC3)[nH]c2cc1C	1	-6	-37	-128	5	0.5	8	3	-30	2
7	CC1CCc2nc(N)c(C#N)c(-c3cccn3C)c2C1 (configuration not stated)	15	-13	-72	-179	1	1.3	-1	3	-101	9
8	Cc1ccc(S/C=C\C(=O)c2ccccc2)cc1	5	5	2	7	-6	-2.1	3	4	4	-2
9	COc1cccc(NC(=O)CSc2nc3c(sc4ccccc43)c(=O)n2CCCN2CCCC2)c1	-6	14	-83	-214	2	-2.9	-2	-1	-7	5
10	CC(C)CC1NC(=O)N(CC(=O)NC2CCCCC2)C1=O (configuration not stated)	4	-12	3	-16	2	0.1	-5	-5	2	-7
11	O=C(Nc1nnc(CC(=O)N2CCOCC2)s1)C1COc2ccccc2O1 (configuration not stated)	5	-3	4	-2	9	-0.7	4	1	0	1
12	COc1ccc(NC(=O)CCCC2CCCCC2)cc1S(=O)(=O)N1CCCCC1	0	-1	-3	5	-7	-0.1	-5	-1	-2	-1
13	COc1cccc(-n2nc(C(C)=O)c(C#N)c2-c2ccco2)c1	3	-13	1	1	-3	0.2	-3	2	-2	-9
14	O=c1c2ccccc2nc(-c2ccc([N+](=O)[O-])cc2)n1O	-6	5	-1	2	-4	0.0	1	0	2	-2
15	CC(OC(=O)c1cc(=O)[nH]c2ccccc12)C(=O)c1ccccc1 (configuration not stated)	8	4	-9	-22	5	-20	-7	0	-31	4
16	CCC(C)c1ccc(NC(=O)C2=CC=CN3CCS(=O)(=O)N=C23)cc1 (configuration not stated)	-14	1	1	-2	-8	0.5	2	0	-7	7
17	Cc1nn(CCOc2ccccc2)c(=O)n1-c1ccc(Cl)cc1	-1	-10	-4	11	0	0.5	-4	3	2	3
18	O=C(Nc1cccc(Cl)c1)N1CCOCC1	1	0	-6	-6	4	0.4	0	-5	-3	2
19	N=c1ccn(Cc2ccccc2Cl)cc1	-6	3	-1	8	11	0.3	8	1	2	0
20	CC1(C(=O)OCc2cc(=O)n3cc(Br)ccc3n2)CC1(Cl)Cl (configuration not stated)	3	-9	-18	-42	-10	0.5	8	-7	-19	2
21	CC(C)Cc1[nH]c(=O)c(C#N)c2c1CCCC2	9	12	-20	-62	-4	-1.0	2	-3	-8	-2
22	CC(=O)Nc1ccc(OC(=O)COc2ccc(Br)cc2)cc1	-7	6	-3	-1	-9	-0.3	-7	-1	1	-2
23	O=[N+]([O-])c1ccc(CN2CCN(c3ccc4ccccc4n3)CC2)cc1	11	-8	-2	11	-13	-0.5	-1	5	4	1
24	CC1(C(=O)N2CC3(CC(c4cccc([N+](=O)[O-])c4)=NO3)C[C@H]2C(=O)NCC(N)=O)CC1 (some centres not stated)	-3	2	-1	-5	10	-0.1	-3	-2	4	-1
25	COc1ccc(-c2nc3c(-c4ccc(Cl)cc4)cnn3cc2C)cc1F	9	13	-3	4	1	-1.1	-4	-2	1	4
26	COc1ccc(CCNC(=O)c2ccc(COc3ccccc3OC)o2)cc1	1	5	-3	0	4	0.0	-1	-1	-1	4
27	O=C(c1ccccc1)c1cccc(NC(=O)C2CC2)c1	4	-15	-1	9	-6	0.5	0	-2	-4	-3
28	Nc1ccc(S(=O)(=O)NN=Cc2ccccc2[N+](=O)[O-])cc1	-5	-6	-4	-13	0	0.2	8	-1	-6	1
29	COC(=O)CCc1c(C)c(C#N)c2nc3ccccc3n2c1N1CCCC1	9	-11	-8	-25	-9	0.2	-2	2	-46	1
30	COc1ccccc1-c1nnc(SCC(=O)O)n1-c1ccccc1	2	-5	-4	8	-8	0.5	-3	-3	2	8
31	O=C(CCSCc1ccccc1Cl)NC1CCCCC1	4	9	-1	2	1	0.3	1	4	5	4
32	CCOC(=O)N1CCN(C(=O)c2ccc3c(=O)n(-c4ccccc4F)c(=S)[nH]c3c2)CC1	-6	-9	-25	-57	2	0.1	-15	1	-7	3
33	CC1C(=O)N2CCCc3cc(NC(=O)C4CCCCC4)cc1c32 (configuration not stated)	6	8	-12	-11	-6	-0.3	-2	-2	-1	5
34	CC(C)(C)C(=O)CN1C(=O)NC2(CCCc3ccccc32)C1=O (configuration not stated)	1	-2	-4	-2	-9	-0.7	-4	-7	1	2
35	O=C1c2ccccc2C(=O)N1OCCOCCOCCON1C(=O)c2ccccc2C1=O	1	9	-1	0	3	0.2	-1	0	2	-1
36	CN1CCC(N(C)S(=O)(=O)c2ccc(NC(=O)c3cccc(C#N)c3)cc2)CC1	-18	-6	-2	0	-2	0.2	4	8	8	11
37	OC(COc1ccccc1)CN1CCN(C(c2ccccc2)c2ccccc2)CC1 (configuration not stated)	7	6	2	7	2	-0.2	-6	2	3	-5
38	O=C(Nc1ccc2oc(-c3cccc(F)c3)nc2c1)c1ccccc1F	4	-2	-1	-24	-9	-4.3	-4	-2	0	5
39	Cc1sc2nc(CSc3ccc([N+](=O)[O-])c(C(F)(F)F)c3)[nH]c(=O)c2c1C	-1	4	-4	-24	-8	-1.2	0	6	-26	0
40	CN(C)c1ccc(CNC(=O)CN(C)S(=O)(=O)c2ccc3c(c2)c(=O)n(C)c(=O)n3C)cc1	-5	1	-3	1	-8	-0.4	6	-4	-1	6
41	O=C(CNC(=O)c1ccc2c(c1)OCO2)N/N=C/c1cccc([N+](=O)[O-])c1	9	-11	-1	3	5	-1.0	7	-3	1	-10
42	COCCn1c(SCC(=O)NNC(=O)c2ccc(OC)c(OC)c2)nc2ccccc2c1=O	3	-8	0	12	7	-0.7	0	1	4	-1
43	N/C(Cc1ccc(Cl)cc1Cl)=N\OC(=O)Cc1cccs1	-2	-3	3	-3	-1	0.4	-1	-6	-1	-5
44	CCCn1nc2cc(C(=O)NCCc3cccs3)ccc2c1OCC	5	-1	-277	i	13	6.0	9	1	-445	-2
45	CCC(C)n1c(=N)c(C#N)cc2c(=O)n3cccc(C)c3nc21 (configuration not stated)	16	-10	-124	-326	-3	3.3	-13	0	-63	-3
46	CNC(=O)COC(=O)c1nc(-n2nc(C)cc2C)ccc1Cl	1	-5	-3	-1	8	0.1	1	-2	2	3
47	Cc1cccc(-n2c(-c3ccccc3)c[nH]c2=S)c1C	-4	2	4	16	12	0.2	-1	5	3	-5
48	O=C(N1CCOCC1)N1CC[C@H]2[C@H](CCCN2Cc2ccccc2)C1	nt	-5	-4	-2	nt	-0.5	9	1	1	4
49	COc1cc(-c2coc3c(C(=O)Nc4ccc(C(C)C)cc4)cccc23)ccc1O	8	4	7	4	8	0.1	-5	0	-4	5
50	Cc1ccc(S(=O)(=O)N/N=C/c2cnn(C)c2C)cc1	0	13	1	5	-1	-0.2	-3	-1	4	8
51	CC(C)(C)c1ccc(C(=O)NN=C2CCCC2)cc1	10	-8	2	2	0	0.7	2	2	8	4
52	Cc1cccc(OCCCOc2cccc3cccnc23)c1C	-4	-5	2	5	6	0.9	0	-2	-6	-6
53	O=C(COC(=O)C12CC3CC(CC(O)(C3)C1)C2)Nc1ccc(Cl)cc1F	6	-1	-9	-10	-8	0.1	-7	0	0	4

Assay outcomes: PubChem BioAssay, The Scripps Research Institute Molecular Screening Center
